Eya2 inh = qHTS Assay for Inhibitors of the Phosphatase Activity of Eya2 | Protein phosphatase EYA2 (Homo sapiens), O00167 | recombinant Eya2, OMFP fluorescence dephosphorylation (OMFP is methylfluorescein phosphate) | Potency, µM (doses to about 76.9 µM), inactives show at the highest dose activity, negative = inhibition, hits mostly inhibitors | 330,000 compounds, 0.006% hits | AID 488837, 2010; further: potency means the concentration at half of the fitted maximal effect; on the % scale 0 is the no-effect control and ±100 the full control effect
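Eya2 protein (added as 0.2 uM solution) was preincubated with compound for 10 min at ambient temperature in 50 mM HEPES pH 7.5, 50 mM NaCl, 5 uM MgCl2, 0.05% BSA, 1 mM DTT. OMFP (added at 50 uM) then reacted 10 min; fluorescence read at 485/525 nm.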
TCR activator = Activators of T cell receptors: qHTS campaign; AID 504894, 2011; Potency, µM (series often up to 9.22 µM), for the others: at the top dose activation of IL-2 secretion, actives largely listed as activators; 330,000 tested, under 10 active; primary human leukocytes, anti-CD3, IL-2 HTRF, 48 h; further: % of control where 0% means no effect
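IL-2 produced over 48 hr by a-CD3 bead-stimulated primary human leukocytes exposed to compounds was detected with a homogeneous time-resolved FRET immunoassay, 665nm acceptor signal after 320nm excitation.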
TSHR antagonist = Antagonists of the Thyroid Stimulating Hormone Receptor: HTS campaign; TSHR-expressing cells, TSH-stimulated cAMP HTRF, 2 h; hits give low values; activity change, negative = inhibition, % at 11.5 µM; 330,000 compounds, 0.2% hits; AID 504810, 2011;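 active means activity change below a set negative limit, meaning inhibition stronger than a set level, cut at about -70% in these data; inconclusive means activity change between two set negative limits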; further: on the % scale 0 is the no-effect control and ±100 the full control effect
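Antagonism was scored as loss of TSH-driven cAMP in TSHR cells, stimulated with 4nM TSH (EC80) for 2 hours at 37 deg C and detected by homogeneous HTRF competition immunoassay.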
A-T KAP1 phos = qHTS Assay for Identifying a Potential Treatment of Ataxia-Telangiectasia. […] A-T fibroblasts, KAP-1 phosphorylation AlphaLISA; neocarzinostatin DNA damage 30 min before lysis. Potency, µM (series often up to 57.5 µM), for inactives: top-dose activation, most hits filed as activators. 320,000 compounds, 0.19% hits; further: potency means the concentration at half of the fitted maximal effect; % of control where 0% means no effect; nearly all actives have a fitted effect of over 45% in size
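ATM-like activity read as KAP-1 phosphorylation via AlphaLISA donor/acceptor antibody pairs after lysis and 6 hr at 25C. Cells were ATM-null patient fibroblasts ([…], hTERT), dosed 60 min, then exposed to the DSB inducer NCS for 30 min.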
Mito fusion yeast = qHTS Assay for Small Molecule Inhibitors of Mitochondrial Division or Activators of Mitochondrial Fusion | S. cerevisiae fusion-defective mutant growth rescue, CellTiterGlo 48 h | Potency, µM (series often up to 46.1 µM), for inactives: at the top dose growth rescue (activation), most hits filed as activators | 320,000 compounds, 0.23% hits;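 further: potency means the concentration at half of the fitted maximal effect; % of control where 0% means no effect; nearly all actives have a fitted effect of over 45% in size; temperature-sensitive fusion mutants such as fzo1-1 at 37 °C on non-fermentable ethanol glycerol medium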
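Yeast fusion mutant, YPEG (non-fermentable carbon), compound, 48 h at 37C non-permissive; CellTiterGlo added, 10 min RT, luminescence read. Rescued growth = division inhibition.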
Tb PFK block = qHTS Assay to Find Inhibitors of T. brucei phosphofructokinase | AID 485367, 2010 | 330,000 compounds, 0.17% hits | ATP-dependent 6-phosphofructokinase (Trypanosoma brucei brucei), O15648 | Potency, µM (series often up to 57.5 µM), for inactives: at the highest dose activity, negative = inhibition, usual class: inhibitors | T. brucei PFK, ADP-Glo luminescence;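 further: potency means the concentration at half of the fitted maximal effect; 0% = uninhibited 1x PFK enzyme wells and -100% = no-enzyme wells; nearly all actives have a fitted effect of over 60% in size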
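ADP-Glo luminescence quantified ADP after 45 min at room temperature, with 1.25 nM T. brucei PFK, 0.1 mM ATP and 0.5 mM fructose-6-phosphate in pH 8.0 TEA buffer. qHTS titrations up to 57 µM; curves classified by quality.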
ELG1 DNA repair = qHTS screen for small molecules that inhibit ELG1-dependent DNA repair in human embryonic kidney (HEK293T) cells expressing luciferase-tagged ELG1 | HEK293T ELG1-luciferase reporter, luminescence, 16 h; DNA damage induced by 5-fluorouridine | Potency, µM (doses to about 46.1 µM), inactives show at the highest dose activity change, negative = inhibition, most hits filed as inhibitors | 330,000 compounds, 2.3% hits; further: potency means the concentration at half of the fitted maximal effect; on the % scale 0 is the no-effect control and ±100 the full control effect; nearly all actives have a fitted effect of over 55% in size
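HEK293T cells expressing luciferase-tagged ELG1 (2,000/well) received 5-Fluorouridine plus compound or DMSO for 16 hr at 37 °C. Luciferase was read by ONE-Glo luminescence after 30 min at room temperature.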
S-ASM inh = Inhibitors of Secretory Acid Sphingomyelinase (S-ASM): qHTS; AID 504937, 2011; placental ASM, HMU-PC fluorogenic substrate, 60 min; 340,000 compounds, 0.006% hits; Potency, µM (doses to about 57.5 µM), for the others: at the highest dose activity change, negative = inhibition, usual class: inhibitors; further: potency means the concentration at half of the fitted maximal effect
Target sequence (P17405 47-631 limits assumed): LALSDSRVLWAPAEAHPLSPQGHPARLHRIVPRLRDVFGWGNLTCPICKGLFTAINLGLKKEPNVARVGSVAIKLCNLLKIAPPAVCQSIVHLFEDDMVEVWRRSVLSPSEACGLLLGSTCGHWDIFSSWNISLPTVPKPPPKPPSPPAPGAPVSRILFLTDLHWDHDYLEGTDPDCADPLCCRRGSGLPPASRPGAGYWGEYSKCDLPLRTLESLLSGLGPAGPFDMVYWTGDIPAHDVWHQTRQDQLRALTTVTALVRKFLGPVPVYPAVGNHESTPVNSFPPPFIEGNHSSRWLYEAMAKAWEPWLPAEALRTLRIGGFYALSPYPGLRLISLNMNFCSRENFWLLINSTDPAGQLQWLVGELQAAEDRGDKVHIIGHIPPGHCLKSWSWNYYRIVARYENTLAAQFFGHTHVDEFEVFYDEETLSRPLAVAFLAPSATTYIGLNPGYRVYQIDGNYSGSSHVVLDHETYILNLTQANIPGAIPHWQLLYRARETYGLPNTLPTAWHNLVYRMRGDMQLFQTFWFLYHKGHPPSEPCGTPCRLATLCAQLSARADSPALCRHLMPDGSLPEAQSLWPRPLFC
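qHTS format. ASM enzyme prepared from human placenta hydrolyses the fluorogenic substrate HMU-PC0 (9 uM final) over 60 min at 37 °C after a 10 min compound preincubation.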
a7 integrin act = qHTS for Activators of Integrin-Mediated Alleviation for Muscular Dystrophy. alpha7betagal myoblasts, beta-gal FDG fluorescence, 48 h. Potency, µM (series often up to 38.3 µM), without a hit: at the highest dose activation, most hits filed as activators. 350,000 compounds, 0.064% hits. AID 624291, 2012;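 further: potency means the concentration at half of the fitted maximal effect; 100% = response of the positive control SU9516; nearly all actives have a fitted effect of over 60% in size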
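alpha7betagal+/- myoblasts (passage 13, 250/well) treated 48 h at 37C with compounds at 1:260 dilution of DMSO stock. Lysed, then beta-galactosidase activity read as FDG fluorescence (ex 480/em 540) after 30 min, with pre-read for autofluorescence.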
TSG101-PTAP inh = qHTS Assay for Iinhibitors of HIV-1 Budding by Blocking the Interaction of PTAP/TSG101. Tumor susceptibility gene 101 protein (Homo sapiens), Q99816. Fluorescence polarization, FITC-PTAP peptide / Tsg101 binding. Potency, µM (doses to about 115 µM), for the others: at the highest dose activity change, negative = inhibition, hits mostly inhibitors. 340,000 tested, under 10 active. AID 493005, 2010; active means well fitted inhibition curve with a large enough effect in the main read-out, with a control signal flat, not every such curve was filed as active; inconclusive means small, poorly fitted or top-dose-only effect, or effect the other way, or a change in a side signal; inactive means no such curve, though single readings can be large or run the other way; further: potency means the concentration at half of the fitted maximal effect; % of control where 0% means no effect
Target sequence (Q99816 whole entry, looked up): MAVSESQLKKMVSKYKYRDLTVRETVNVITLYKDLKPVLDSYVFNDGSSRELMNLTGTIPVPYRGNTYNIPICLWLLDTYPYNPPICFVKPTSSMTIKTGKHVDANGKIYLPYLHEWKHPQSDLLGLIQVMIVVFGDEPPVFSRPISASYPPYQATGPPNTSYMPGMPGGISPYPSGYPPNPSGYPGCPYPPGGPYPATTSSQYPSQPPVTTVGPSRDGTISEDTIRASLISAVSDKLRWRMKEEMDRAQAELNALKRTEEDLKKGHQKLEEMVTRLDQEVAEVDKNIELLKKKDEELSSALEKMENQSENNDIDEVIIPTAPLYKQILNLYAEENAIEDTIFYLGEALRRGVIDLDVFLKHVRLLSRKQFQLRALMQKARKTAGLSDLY
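FP read-out: FITC-PTAP peptide, 50 nM final, binding Tsg101 binding domain, 10 uM final; 20 min, r.t.; 10 mM HEPES pH 7.5, 0.15 M NaCl, 0.01% Tween 20, 3 mM EDTA, 0.1 mM TCEP.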
BCR signal inh = qHTS Assay to Find Inhibitors of Chronic Active B-Cell Receptor Signaling; ABC-DLBCL IkBa-CBG/CBR reporter, luminescence ratio, 4 h; Potency, µM (top dose mostly 46.1 µM), without a hit: at the top dose ratio change, negative = lower green/red ratio, usual class: inhibitors; 340,000 compounds, 0.05% hits; AID 493014, 2011; active means well fitted inhibition curve with a large enough effect in the signal ratio, with a control signal flat, not every such curve was filed as active; inconclusive means small, poorly fitted or top-dose-only effect, or effect the other way, or a change in a side signal; the % refers to the signal ratio;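 further: potency means the concentration at half of the fitted maximal effect; plate controls were basal doxycycline-induced cells for no effect and cells given 10 µM MG132 for full effect; MG132 reads +100%, hits lower the ratio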
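TMD8 human ABC-DLBCL cells with doxycycline-inducible IκBα–green luciferase fusion and unfused red luciferase, in 0.5% FBS medium; compounds up to 46 uM, 4 h at 37C. Green/red luminescence ratio, filter-overlap corrected, fitted to concentration-response curves.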
* = called active by the depositor; i = inactive; ? = inconclusive; nt = not tested or not shown; [ ] = remark or other dose. Unless noted, the call rests on the fitted dose curve; in most records, active means well fitted curve in the direction sought with a large enough effect; inconclusive means small, poorly fitted or top-dose-only effect, or another doubt; inactive means no such curve, though single readings can be large; an effect the other way counts as inactive or inconclusive.

SMILES	Eya2 inh	TCR activator	TSHR antagonist	A-T KAP1 phos	Mito fusion yeast	Tb PFK block	ELG1 DNA repair	S-ASM inh	a7 integrin act	TSG101-PTAP inh	BCR signal inh
O=C(COc1ccccc1Cl)N1CCN(C(=O)c2ccco2)CC1	12%	-2%	0	1%	0%	1%	7%	1%	-13%	-2%	-6%
O=[N+]([O-])c1ccc(NCCCN2CCOCC2)c([N+](=O)[O-])c1	3%	-4%	5	-5%	-7%	-3%	4%	-10%	-19%	-1%	-2%
CCCCN1Cc2c(nc3cc(-c4ccco4)[nH]n3c2=O)C1=O	4%	-2%	9	-12%	-7%	4%	15%	220%[activator]	-7%	-2%	?
CCOc1ccccc1NC(=O)CSc1nnc2ccc(-c3ccccn3)nn12	6%	-3%	2	6%	0%	-1%	-5%	3%	20%	-5%	6%
Cc1ccc(CCNS(=O)(=O)c2ccc3c(c2)NC(=O)C(C)C(=O)N3)cc1 (stereo not drawn)	-12%	-5%	-7	-7%	1%	8%	2%	1%	-3%	-1%	5%
CC1CCC(NS(=O)(=O)c2ccc(N3CCCC3=O)cc2)CC1 (stereo not drawn)	-5%	2%	-9	2%	15%	3%	?	2%	-35%	0%	1%
Cc1cc(=O)[nH]c(SCC(=O)Nc2ccccc2C)n1	1%	nt	-5	-3%	4%	-8%	-7%	3%	7%	0%	?
CC(C)(C)OC(=O)c1c(N)n(CCCN2CCCC2=O)c2nc3ccccc3nc12	24%	-3%	4	23%	3%	-5%	?	i	-28%	-3%	-1%
Cc1cccn2c(=O)c(C(=O)NC3CCCCC3C)c(O)nc12 (stereo not drawn)	-7%	5%	-4	4%	26%	0%	18%	-4%	12%	-3%	9%
COc1cccc(-n2c(CNc3ccc(F)cc3)nnc2SCC(N)=O)c1	-10%	0%	6	8%	0%	2%	3%	3%	-21%	-2%	?
CC(=O)c1c(C)[nH]c(C(=O)OCC(=O)N2CCN(S(=O)(=O)c3ccc(C)cc3)CC2)c1C	?	-2%	-2	-3%	-4%	-3%	-13%	-17%	2%	-1%	?
O=C(Cc1ccc(Cl)cc1)Nc1ccc(Br)cc1	-2%	-5%	-6	5%	-4%	-7%	-7%	1%	4%	-1%	?
CCC(C)NC(=O)COC(=O)c1oc2ccccc2c1CSc1ccc(Cl)cc1 (stereo not drawn)	0%	0%[46.1 µM]	-6	3%	2%	5%	-15%	-5%	-12%	-4%	6%
Cc1ccc(S(=O)(=O)Nc2ccc(=O)n(Cc3ccc(Cl)c(Cl)c3)c2)cc1	16%	-26%	14	17%	2%	?	-18%	-3%	8%	-4%	?
O=C(Nc1ccccc1)NC1CCN(Cc2nnnn2C2CCCCC2)CC1	10%	-15%	2	-3%	3%	-2%	-21%	5%	-5%	-8%	-1%
O=C(CSc1nc(-c2ccccc2)cs1)NCc1ccco1	1%	-3%	-5	7%	5%	-1%	?	1%	7%	0%	1%
COc1ccc(S(=O)(=O)N2CCN(CC(=O)Nc3cccc(OC)c3)CC2)cc1	-13%	11%	6	2%	2%	1%	4%	1%	-40%	-4%	-2%
O=C(NCCc1ccc2c(c1)OCCO2)c1cc(F)cc(F)c1	-3%	-2%[46.1 µM]	-13	2%	2%	-6%	10%	3%	-10%	-1%	-11%
O=S(=O)(CCNCc1cccs1)c1ccc(Cl)cc1	16%	-4%	3	-4%	-1%	-3%	3%	-2%	-19%	3%	6%
S=C(Nc1ccccc1)Nc1ccc(Br)cc1	-16%	-3%	-1	10%	-4%	-6%	-13%	-7%	26%	-1%	1%
Cc1ccc(S(=O)(=O)N2CCOCC2)cc1C(=O)OCC(=O)NC1CCS(=O)(=O)C1 (stereo not drawn)	7%	0%[46.1 µM]	7	-6%	-3%	0%	24%	3%	9%	-5%	-3%
CN(c1ccc(OCC(=O)OCC(=O)Nc2ccccc2)cc1)S(=O)(=O)c1ccc(F)cc1	3%	2%[46.1 µM]	-9	7%	-1%	-2%	5%	0%	14%	1%	-6%
Cn1c(=O)c2sccc2n2c(CCCC(=O)NCc3ccc4c(c3)OCO4)nnc12	5%	-4%	22	-3%	-4%	1%	0%	-1%	4%	-6%	-1%
Cc1cc(-c2ccc(S(=O)(=O)NCc3ccc(F)cc3)cc2)on1	5%	-20%	-17	19%	-3%	1%	2%	-4%	20%	-6%	-1%
CCOC(=O)c1c(NC(=S)Nc2ccc(C)cc2)sc2c1CCC2	1%	1%[46.1 µM]	1	12%	-2%	2%	16%	nt	-7%	-4%	5%

Continuation:
SMILES	Eya2 inh	TCR activator	TSHR antagonist	A-T KAP1 phos	Mito fusion yeast	Tb PFK block	ELG1 DNA repair	S-ASM inh	a7 integrin act	TSG101-PTAP inh	BCR signal inh
COc1cc(OC)c(CN2CCC(CO)(CCOc3ccccc3)CC2)c(OC)c1	-11%	-2%	-14	6%[11.5 µM]	-4%	2%	9%	1%	-59%[inhibitor]	-3%	0%
COc1ccc(-c2nc(C(N)=O)c3[nH]c(=O)n(-c4cccc(Cl)c4)c3n2)cc1OC	8%	0%	4	0%	4%	11%	?	11%	-48%[inhibitor]	0%	?
O=C(O)c1ccc(CSc2nnc(-c3ccco3)o2)cc1	19%	3%	2	2%	1%	3%	14%	4%	4%	0%	18µM*
O=C1C=C(c2cccc3c2oc2ccccc23)C[C@@H](c2ccc(F)cc2)C1	-1%	-6%	17	4%	-2%	2%	-1%	-5%	6%	-2%	?
C#Cc1ccc(CN2CCCC(C(=O)Nc3ccccc3Oc3cccnc3)C2)cc1 (stereo not drawn)	1%	0%	0	-1%	14%	-1%	-10%	0%	14%	1%	?
COc1cccc(Nc2cc(C)c3ccccc3n2)c1	-10%	4%	0	17%	-30%	1%	?	36%[activator]	-8%	0%	?
CCOc1ccc2[nH]c(SCC(=O)OC)c([N+](=O)[O-])c2c1	5%	nt	-44	-5%[11.5 µM]	-9%	0%	0%	5%	0%	-15%	1%
Cc1ccc(N(CC(=O)NC2CCCC2)C(=O)c2c(C)noc2C)cc1C	-12%	nt	-12	1%	-1%	2%	0%	4%	6%	-5%	-1%
Cc1ccc(Nc2nc(N)nc(CSC(=S)N3CCN(c4ccccc4)CC3)n2)cc1	-4%	-3%[46.1 µM]	-15	8%	28%	5%	?	-4%	1%	-2%	-18%
CNC(=O)/C(C#N)=C\c1ccc(CNS(=O)(=O)c2ccc(Cl)cc2)o1	17%	2%	-3	7%	-12%	1%	7%	7%	0%	-8%	4%
Cc1ccc(C2=NN(CC(=O)NCCN(C)C)C(=O)CC2)cc1	0%	-2%	10	-2%	-11%	-1%	-2%	-2%	?	-3%	-1%
COC(=O)C1=C(C)N(Cc2ccc(OC)c(OC)c2)C(=O)C1	-36%	3%	4	5%	0%	16%	-24%	3%	-15%	-1%	-12%
O=c1c2ccccc2nc(SCc2cn3ccsc3n2)n1-c1ccc(F)cc1	-10%	2%	6	-8%	14%	-3%	?	-9%	-22%	-2%	?
CN(c1ccc(F)cc1)S(=O)(=O)c1ccc(Cl)c(C(=O)OCC(=O)NCc2ccco2)c1	2%	-1%	3	0%	1%	2%	8%	0%	4%	1%	0%
COc1ccc(OCc2nnc(SCC(=O)N(C)Cc3ccccc3)n2N)cc1	3%	0%	0	0%	4%	-20%	-3%	2%	11%	0%	9%
CC(=O)c1ccc(CCCCCCCCCC(=O)O)s1	7%	2%	-13	0%	-7%	8%	11%	0%	-2%	-5%	?

Compound activity as filed in PubChem BioAssay.
